# POLH inh: blocks human DNA polymerase eta activity; recombinant Pol eta, fluorescent DNA replication assay; Potency, µM (titrated, usually from 114 µM), for inactives: at the top dose activity change, negative = inhibition, actives largely listed as inhibitors; 390,000 tested, 1.2% active; AID 588591; note: % is set by controls: 0 for no effect and ±100 for the full control effect
# Target sequence (Q9Y253 whole entry, looked up): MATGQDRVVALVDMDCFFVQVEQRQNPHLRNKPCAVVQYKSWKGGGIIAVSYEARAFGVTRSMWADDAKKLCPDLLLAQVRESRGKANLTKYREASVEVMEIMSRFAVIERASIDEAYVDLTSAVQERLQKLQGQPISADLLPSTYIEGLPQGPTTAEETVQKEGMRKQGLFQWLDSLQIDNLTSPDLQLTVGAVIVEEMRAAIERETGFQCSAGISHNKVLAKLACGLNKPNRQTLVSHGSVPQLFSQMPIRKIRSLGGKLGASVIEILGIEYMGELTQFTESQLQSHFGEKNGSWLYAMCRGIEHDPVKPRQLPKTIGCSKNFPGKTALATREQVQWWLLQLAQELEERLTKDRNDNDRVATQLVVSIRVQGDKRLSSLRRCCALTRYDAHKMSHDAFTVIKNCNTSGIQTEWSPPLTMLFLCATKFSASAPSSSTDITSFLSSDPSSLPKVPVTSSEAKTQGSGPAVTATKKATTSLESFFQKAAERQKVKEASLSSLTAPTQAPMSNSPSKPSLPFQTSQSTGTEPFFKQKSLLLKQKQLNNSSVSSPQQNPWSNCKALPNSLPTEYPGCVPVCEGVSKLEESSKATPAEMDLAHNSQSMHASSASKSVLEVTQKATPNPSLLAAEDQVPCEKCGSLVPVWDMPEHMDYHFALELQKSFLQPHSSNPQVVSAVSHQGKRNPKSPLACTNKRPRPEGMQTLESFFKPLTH
#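 Pol eta (10 nM) was preincubated with compounds for 15 min at room temperature, after which fluorescent replication substrate (50 nM final) was added to start the reaction. Fluorescence was read kinetically at 0 and 10 min.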
# BLM inh: Bloom syndrome helicase (human) inhibition | P54132 | 350,000 tested, 0.2% active | AID 2528 | recombinant BLM DNA unwinding, fluorescence dequenching | Potency, µM (series often up to 56.1 µM), for the others: at the top dose activity change, negative = inhibition, actives largely listed as inhibitors;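 note: plate controls were vehicle for no effect and no enzyme for full effect; nearly all actives have a fitted effect of over 35% in size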
# Pol iota inh: blocks human DNA polymerase iota activity; Pol iota fluorescent replication assay, 10 min; Potency, µM (highest dose often 115 µM), inactives show at the top dose activity, negative = inhibition, usual class: inhibitors; 390,000 tested, 1% active; AID 588590
#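 Pol iota at 10 nM preincubated 15 min with compounds at room temperature; reaction started with fluorescent substrate, 50 nM final. Fluorescence read kinetically at 0 and 10 min; buffer-only wells as negative control.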
# BAZ2B block: blocks human BAZ2B; AlphaScreen BAZ2B-H3K14Ac peptide displacement; Potency, µM (titrated, usually from 114 µM), for the others: at the highest dose activity change, negative = inhibition, actives largely listed as inhibitors; 360,000 tested, 4.4% active; AID 504333; note: % is set by controls: 0 for no effect and ±100 for the full control effect; nearly all actives have a fitted effect of over 60% in size
#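 Inhibition is scored as reduced AlphaScreen emission. The BAZ2B/b-H3(5-23)K14Ac complex (50 nM each) in PBS pH 7.4, 0.01% Tween-20 meets compound (up to 110 uM) for 30 min at RT before bead addition.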
# POLK inh: DNA polymerase kappa (human) inhibition. Q9UBT6. purified Pol kappa, fluorescent DNA synthesis assay, 10 min. Potency, µM (series often up to 107 µM), for the others: at the highest dose activity, negative = inhibition, usual class: inhibitors. 400,000 tested, 0.53% active. AID 588579; note: % is set by controls: 0 for no effect and ±100 for the full control effect
#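 10 nM Pol kappa preincubated 15 min at room temperature with compounds, then reaction started with substrate at 50 nM final. Fluorescence read kinetically at 0 and 10 min; buffer-only wells served as negative control.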
# APEX1 inh: blocks human APE1 abasic DNA cleavage; P27695; recombinant APE1, TAMRA/BHQ-2 abasic DNA cleavage fluorescence; Potency, µM (highest dose often 65.8 µM), without a hit: top-dose activity change, negative = inhibition, usual class: inhibitors; 350,000 tested, 0.35% active; AID 2517;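 note: plate controls were vehicle for no effect and reference inhibitor for full effect; nearly all actives have a fitted effect of over 55% in size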
# Target sequence (P27695 whole entry, looked up): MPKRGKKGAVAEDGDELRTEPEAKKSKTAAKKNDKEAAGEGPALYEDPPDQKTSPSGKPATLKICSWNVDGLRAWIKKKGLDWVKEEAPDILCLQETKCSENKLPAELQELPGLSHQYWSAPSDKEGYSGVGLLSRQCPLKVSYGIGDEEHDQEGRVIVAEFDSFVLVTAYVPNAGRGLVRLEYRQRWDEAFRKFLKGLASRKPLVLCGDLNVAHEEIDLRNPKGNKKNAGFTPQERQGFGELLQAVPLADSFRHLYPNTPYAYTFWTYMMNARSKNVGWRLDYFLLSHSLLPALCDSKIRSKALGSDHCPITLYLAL
#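 APE1 at 0.75 nM preincubated 15 min at room temperature with compound. Reaction then started with 50 nM double-stranded THF-abasic substrate labelled with TAMRA/BHQ-2, and 525/598 nm fluorescence read kinetically. Activity taken as third-minus-first read difference, normalized to DMSO and NSC13755 controls.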
# JMJD2A Tudor inh: inhibitors of human JMJD2A Tudor domain; Potency, µM (highest dose often 114 µM), without a hit: at the top dose activity change, negative = inhibition, usual class: inhibitors; 390,000 tested, 4.4% active; O75164; AlphaScreen JMJD2A-Tudor / H3K4me3 peptide binding; AID 504339; note: % is set by controls: 0 for no effect and ±100 for the full control effect; nearly all actives have a fitted effect of over 50% in size
# G9a block: G9a (human) methyltransferase inhibition; G9a H3K9 monomethylation, AlphaScreen, 2 h; Potency, µM (series often up to 102 µM), without a hit: at the top dose activity, negative = inhibition, hits mostly inhibitors; 350,000 tested, 8.8% active; AID 504332; note: % is set by controls: 0 for no effect and ±100 for the full control effect; nearly all actives have a fitted effect of over 75% in size
#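 Quantitative HTS format: methyltransferase activity on a biotin-tagged H3K9 peptide is measured by AlphaScreen, using a rabbit anti-monomethyl-H3K9 antibody with streptavidin donor and anti-IgG acceptor beads. Final levels are 20 nM enzyme, 500 nM peptide, 20 uM SAM; 2 h RT.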
# Pol beta inh: DNA polymerase beta (human) inhibition; Potency, µM (titrated, usually from 114 µM), for inactives: top-dose activity change, negative = inhibition, usual class: inhibitors; Pol beta primer extension/strand displacement, fluorescence kinetic; AID 485314; P06746; 340,000 tested, 1.3% active; note: % is set by controls: 0 for no effect and ±100 for the full control effect
#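 Kinetic readout of DNA synthesis with strand displacement by Pol beta. Compound and 10 nM enzyme sit 15 min at room temperature; 50 nM substrate starts the reaction, read immediately and at 10 min.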
# Active calls of the source: *; ? = inconclusive; nt = not tested or not shown; [ ] = remark or other dose. Calls come from the whole dose curve; as a rule, active = well fitted curve in the direction sought with a large enough effect; inconclusive = small, poorly fitted or top-dose-only effect, or another doubt; inactive = no such curve, though single readings can be large; an effect the other way counts as inactive or inconclusive. Potency is the fitted concentration of half-maximal effect.
molecule	Pol beta inh	G9a block	APEX1 inh	POLK inh	BAZ2B block	BLM inh	POLH inh	Pol iota inh	JMJD2A Tudor inh
COc1ccc2[nH]c3c(=O)n(CCc4ccccc4)cnc3c2c1	-36.8%	10.7%	-0.6%	2.0%	-12.7%	-2.8%	-23.2%	-11.2%	-17.6%
O=C(CN1CCCC1)Nc1ccc(NC(=O)Nc2ccccc2Cl)cc1	2.0%	-15.5%[59 µM]	2.6%	-3.2%	13.6%	-3.1%	-19.6%	-3.8%	-0.4%
COc1ccc(C(=O)N/N=C(/C)c2ccc(N3CCCCC3)cc2)cc1	13.6%	20.0%[59 µM]	1.8%	-5.5%	2.1%	-0.2%	-8.3%	88.4%[activator]	50.1µM*
COc1cc(OC)c(CN2CCCN(C)CC2)cc1Br	24.8%	nt	9.5%	-5.3%	79.4µM*	-5.0%	-6.3%	106.0%[activator]	1.41µM*
CC(=O)c1ccc(N2CCN(c3ccc(S(=O)(=O)N4CCN(C)CC4)cn3)CC2)cc1	42.1%	-41.0%[59 µM]	14.2%	-12.5%	-1.8%	-1.8%	1.3%	8.4%	-19.4%
O=C1CNC(=S)N1Cc1ccc(F)cc1	-1.6%	65.5%[activator]	-2.3%	-2.4%	-0.7%	-0.2%	-4.1%	17.9%	3.6%
COc1ccccc1CNS(=O)(=O)c1cnc(N)nc1	24.0%	20.7%[59 µM]	nt	-7.4%[60.1 µM]	1.8%	-1.8%	-13.3%	5.1%	-7.7%
O=C(CSc1cc(Cl)ccc1Cl)NCC1CCCO1 (stereo not given)	-2.2%	26.3%[59 µM]	-1.0%	3.2%	-1.9%	-0.5%	-10.3%	1.1%	-5.8%
O=C(COC(=O)c1ccccc1)NCC1CCCO1 (stereo not given)	-3.5%	-19.0%[12.7 µM]	2.8%	3.3%	1.6%	-5.1%	-7.5%	11.3%	-2.3%
COc1ccc(S(=O)(=O)CC(=O)c2cc3cccc(C)c3oc2=O)cc1	?	50.1µM*	14.4%	-25.5%	-34.1%	-8.1%	50.1µM*	?	-32.9%
Cc1cc(NC(=S)N(CCCN2CCN(C)CC2)Cc2ccco2)ccc1Cl	-2.6%	31.6µM*	-2.2%	0.6%	-27.2%	-6.0%	-12.4%	107.0%[activator]	-17.2%
Cc1nn(C)c(Cl)c1CN1CCC(CO)(CC2CCCCO2)CC1 (stereo not given)	-0.5%	17.4%	0.7%	4.4%	-3.3%	-1.5%	2.0%	54.0%[activator]	-4.2%

# Next part; it opens with the 2 that closed the last part.
molecule	Pol beta inh	G9a block	APEX1 inh	POLK inh	BAZ2B block	BLM inh	POLH inh	Pol iota inh	JMJD2A Tudor inh
Cc1cc(NC(=S)N(CCCN2CCN(C)CC2)Cc2ccco2)ccc1Cl	-2.6%	31.6µM*	-2.2%	0.6%	-27.2%	-6.0%	-12.4%	107.0%[activator]	-17.2%
Cc1nn(C)c(Cl)c1CN1CCC(CO)(CC2CCCCO2)CC1 (stereo not given)	-0.5%	17.4%	0.7%	4.4%	-3.3%	-1.5%	2.0%	54.0%[activator]	-4.2%
COC(=O)C1=C(COc2ccc(F)cc2)NC(=O)NC1c1ccc(C)cc1C (stereo not given)	-2.9%	7.4%[59 µM]	-3.6%	6.9%	31.5%[activator]	-4.3%	-5.6%	47.9%[activator]	-17.3%
COc1ccc(OC)c(-n2c(C)cc(/C=C3\C(=N)N4N=C(CC(=O)N5CCOCC5)SC4=NC3=O)c2C)c1	1.0%	?	3.8%	-10.2%	-33.8%	-3.4%	-10.7%	-0.2%	-23.0%
CC(OC(=O)c1nsc(Cl)c1Cl)C(=O)NCc1cccs1 (stereo not given)	-13.3%	0.3%[12.7 µM]	-1.2%	3.5%	1.3%	0.1%	-13.5%	24.4%	-11.0%
CCOc1ccc(C(=O)Nc2ncccc2Cl)cc1	-1.1%	0.4%	5.1%	6.4%	2.4%	-4.3%	-11.5%	-14.2%	-22.2%
CCc1ccccc1-n1ncc(C(=O)Nc2ccc(OC)cc2)c1C	nt	nt	nt	-21.0%	nt	nt	2.9%	6.9%	-9.8%
CCOC(=O)C1(Cc2ccccc2)CCN(Cc2ccc(COC)o2)CC1	25.6%	nt	7.8%	-2.5%	-1.1%	-3.7%	-6.6%	-12.8%	-14.1%
CCc1cccc(NS(=O)(=O)c2ccc3c(c2)N(CC(=O)OC)C(=O)CS3)c1	17.3%	0.9%[59 µM]	nt	11.0%	-24.6%	-1.4%	-11.7%	23.3%	-5.2%
CCOc1ccc(Cl)cc1S(=O)(=O)N1CCC(C(=O)NCc2ccccn2)CC1	5.7%	2.6%	6.3%	-1.9%	4.3%	2.3%	-5.2%	23.6%	-11.3%
NS(=O)(=O)OCCCc1ccccc1	22.2%	13.8%	25.6%	1.1%	-7.3%	0.3%	2.7%	-1.2%	-15.8%
Cc1cc(F)ccc1S(=O)(=O)Nc1cc2c(C(=O)O)c(C)oc2c2ccccc12	-15.5%	-40.0%[59 µM]	nt	-34.0%	-18.2%	-1.9%	-14.1%	29.5%	?
Cc1cccc(N2CCN(C(=O)c3cnn(-c4ccc(F)cc4F)c3C3CCN(C(=O)OC(C)(C)C)CC3)CC2)c1C	-0.1%	-30.1%[59 µM]	nt	-3.1%	-0.9%[57.1 µM]	-9.4%	-16.1%	32.8%[activator]	-16.8%
O=Cc1c(NCCc2cccc(F)c2)c2ccccc2[nH]c1=O	24.8%	25.9%	5.2%	-7.2%	-6.5%	-3.5%	-11.6%	161.1%[activator]	?
Cc1cc(NC(=O)CSc2nnc(COc3ccccc3)n2Cc2ccco2)no1	8.7%	-3.9%	1.6%	3.0%	0.5%	-2.1%	-8.3%	12.0%	-14.1%
Cn1ncc([N+](=O)[O-])c1C(=O)NC1CCCCCC1	19.2%	-12.2%	17.7%	-3.3%	-3.5%	-2.8%	-5.8%	30.6%[activator]	-10.6%
Cc1nc(N2CCNCC2)c2c3c(sc2n1)CCCC3	47.9%	?	19.1%	2.3%	1.3%	-7.5%	2.2%	-26.5%	-24.9%
O=C(Nc1ccccc1-c1ccccc1)NC1CC2CCCC(C1)N2CCc1ccccc1 (stereo not given)	1.8%	10.8%[59 µM]	0.6%	1.9%	1.2%	-9.4%	-3.5%	14.1%	-9.7%
N#CC(Cc1ccccc1)(Cc1ccccc1)C(=O)NN	4.2%	22.1%	1.8%	5.0%	-1.8%	-4.2%	10.2%	151.8%[activator]	-7.0%
COC(=O)CC1C(C)(C)C(OC(C)=O)C2CC3=C4CC(=O)OC(c5ccoc5)[C@]4(C)CCC3[C@@]1(C)C2=O (stereo not given in full)	nt	?	-1.9%	-6.2%[60.1 µM]	nt	-8.1%	nt	nt	nt
COc1ccc(OC)c(CNc2c(C=O)c(=O)[nH]c3ccccc23)c1	37.7%	nt	-15.2%	-10.2%	?	-3.0%	-21.8%	159.3%[activator]	-7.7%
Cc1ccc(-c2csc(CC(N)=O)n2)cc1	-19.3%	1.4%	-8.9%	1.3%	-2.0%	-2.6%	-4.3%	34.3%[activator]	-17.9%
CCOC(=O)Nc1ccc2c(c1)N(C(=O)CN1CCN(CCO)CC1)c1ccccc1CC2	10.8%	?	-8.1%	5.7%	-32.0%	2.1%	1.0%	29.6%	-21.4%
Cc1[nH][nH]c(=O)c1C=NCc1ccc(Cl)cc1	-18.0%	15.3%	-2.7%	-2.7%	-5.3%	-1.6%	-13.6%	9.0%	-15.1%
Nc1nc(NC(=O)c2ccccc2Cl)nn1-c1ccccc1	-0.6%	26.5%[59 µM]	1.0%	1.1%	?	0.0%	-9.4%	11.9%	-4.7%
O=S(=O)(c1ccccc1)c1ccc(N2CCCCCC2)cc1	0.5%	-7.5%[0.501 µM]	48.8%[activator]	-10.1%	0.2%	-13.8%	-20.5%	-21.1%	7.0%
O=C(CN(Cc1ccccc1)S(=O)(=O)c1ccc2c(c1)OCCO2)N/N=C/c1ccc(F)cc1	-17.0%	-3.0%	-12.0%	-12.7%	-16.7%[57.1 µM]	-12.7%	-13.7%	-7.7%	-22.1%
Cc1cccc(NC(=O)CN(CC2CCCO2)C(=O)c2cc3ccccc3o2)c1C (stereo not given)	nt	-18.5%	-14.8%	-0.5%	2.5%	nt	0.4%	13.3%	-21.4%
CC(=O)OC1C(=O)N(Cc2ccccc2)C1c1ccc(C)cc1 (stereo not given)	nt	nt	nt	-11.9%	nt	nt	-10.9%	-6.0%	?
O=C(CC(NS(=O)(=O)c1ccc(Cl)cc1)c1ccco1)NCc1cccnc1 (stereo not given)	-9.8%	-2.6%	3.0%	-0.8%	1.1%	-0.3%	-15.2%	8.1%	-17.8%
CN(C)S(=O)(=O)c1ccc(C(=O)N2CCN=C2SCc2cccnc2)cc1	-17.2%	-7.5%	-2.5%	-3.4%	14.8%	-4.1%	-6.8%	4.3%	-18.3%[11.4 µM]
O=C(O)c1cn(-c2ccc(F)cc2)c2cc(N3CCNCC3)c(F)cc2c1=O	nt	?	-4.9%	-11.1%	nt	30.5%[activator]	-6.4%	?	50.1µM*
COc1ccc(Cl)cc1NC(=O)CN(C)C(=O)/C=C/c1ccco1	nt	nt	34.1%	-1.1%	nt	nt	-3.0%	2.2%	-16.8%
CC1=NN(c2nc(-c3ccc(C)cc3)cs2)C(=O)C1N=Nc1ccccc1O (stereo not given)	34.6%	nt	5.3%	-13.6%	?	5.5%	9.8%	-21.1%	?
COc1ccccc1C(CNC(=O)c1cc(C)nc2ccccc12)N(C)C (stereo not given)	26.7%	3.9%	4.2%	-10.6%	1.4%	-3.1%	-8.0%	65.1%[activator]	-17.8%
COc1cc(C=O)c(Br)cc1OCC(=O)NCCc1ccccc1	15.2%	-5.9%	3.8%	-4.7%	-14.0%	-3.2%	-13.3%	-8.4%	-6.9%
Cn1c(=O)cc(OCC(=O)N2CCCc3ccccc32)c2ccccc21	-20.4%	10.1%[12.7 µM]	9.8%	6.5%	1.2%	-0.6%	-1.7%	13.8%	-3.0%
COc1ccc(-n2c(SCC(=O)NCC3CCCO3)nc3ccccc32)cc1 (stereo not given)	-14.3%	-50.6%	10.0%	-2.5%	-26.6%	1.1%	-16.7%	5.5%	-4.2%
O=C(Nc1ccc(C#Cc2ccccc2)cc1)C1CC1	-16.9%	-26.1%[12.7 µM]	9.5%	-5.8%	-4.9%	-5.4%	-1.0%	-21.4%	-18.5%

# An excerpt, so the mix of outcomes need not match the whole.
